Screens as filed in PubChem.
MKP-3 inhibition = MKP-3 phosphatase inhibitors, primary screen, biochemical, rat enzyme, in vitro (AID 425). recombinant MKP-3 phosphatase activity, fluorescence; higher % means a stronger effect. one-dose inhibition, % at 20 µM; IC50 in µM for titrated hits. 110,000 compounds, 0.17% hits; in the data active = inhibition above about 50%;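 also: plate controls were vehicle for no effect and reference inhibitor for full effect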
Hsp70 displacement = small molecules displacing fluorescent ligand from Hsp70 – biochemical, fluorescence polarization, primary screen (AID 583) | displacement, % at 20 µM; hits with a dose series show IC50 in µM | 140,000 compounds, 0.06% hits | Hsp70 fluorescence polarization probe displacement, mP; higher % means a stronger effect; in the data active = displacement above about 50%;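 also: plate controls were vehicle for no effect and reference ligand for full effect; a part of the inactive calls stands beside numbers as strong as those of hits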
The depositor's hits bear a star; . = no result given; & = joins results of further samples.

Start of the data: the first seven records, to show the layout:
MKP-3 inhibition | Hsp70 displacement | SMILES
0% | -2.0% | O=C(/C=C/c1ccc([N+](=O)[O-])cc1)Nc1ccc2ccccc2c1
4% | -3.6% | Cc1cc(Cl)ccc1OCCOCCN1CCC(C)CC1
2% | -0.5% | Cc1ccc2nc(C)cc(OCC(=O)O)c2c1
-3% | 8.1% | CN1C(=O)C(O)(CC(=O)c2ccccc2O)c2cc(Br)ccc21 (stereo not given)
4% | 2.6% | CCOc1ccc(C(=O)Nc2c3c(nn2-c2ccc(F)cc2)CS(=O)C3)cc1 (stereo not given)
-1% | -2.0% | CCCn1c(NCc2cc(OC)ccc2OC)nc2ccccc21
-7% | 13% | CN1CCN(S(=O)(=O)c2ccc(Cc3ccc(S(=O)(=O)N4CCN(C)CC4)cc3)cc2)CC1

Main list (from the top)
MKP-3 inhibition | Hsp70 displacement | SMILES
0% | -2.0% | O=C(/C=C/c1ccc([N+](=O)[O-])cc1)Nc1ccc2ccccc2c1
4% | -3.6% | Cc1cc(Cl)ccc1OCCOCCN1CCC(C)CC1
2% | -0.5% | Cc1ccc2nc(C)cc(OCC(=O)O)c2c1
-3% | 8.1% | CN1C(=O)C(O)(CC(=O)c2ccccc2O)c2cc(Br)ccc21 (stereo not given)
4% | 2.6% | CCOc1ccc(C(=O)Nc2c3c(nn2-c2ccc(F)cc2)CS(=O)C3)cc1 (stereo not given)
-1% | -2.0% | CCCn1c(NCc2cc(OC)ccc2OC)nc2ccccc21
-7% | 13% | CN1CCN(S(=O)(=O)c2ccc(Cc3ccc(S(=O)(=O)N4CCN(C)CC4)cc3)cc2)CC1
6% | 6.5% | CCOC(=O)C1=C(C)N(c2ccccc2)C(=S)NC1c1ccc(OC)cc1 (stereo not given)
-16% | -3.2% | CC(=O)CC(=O)Nc1cccc2c1CCCC2
-3% | 5.8% | O=C(CC(c1ccco1)S(=O)(=O)c1ccccc1)c1ccc(F)cc1 (stereo not given)
-4% | 3.4% | Cc1c(C(=O)N2CCOCC2)oc2ccc(S(=O)(=O)N3CCCC3)cc12
1% | 2.4% | CCOc1ccc2nc(NC(=O)c3ccccc3-c3ccccc3C(=O)O)sc2c1
-4% | 0.6% | O=c1oc2ccccc2n1CCCOc1ccccc1
. | 2.1% | CC1=NC(=O)C(N=Nc2ccccc2C)N1c1ccccc1 (stereo not given)
-5% | 5.9% | Cc1ccc(C2c3c(oc4ccc(Cl)cc4c3=O)C(=O)N2CCCN2CCOCC2)o1 (stereo not given)
5% | 0.0% | O=C(c1ccccc1)c1coc2c1C(=O)c1ccccc1C2=O
-1% | -3.9% | O=C(NCCN1CCOCC1)c1ccc(Cl)cc1[N+](=O)[O-]
-5% | . | CCC1CCCCN1CCNS(=O)(=O)c1ccc2c(c1)CCN2C(C)=O (stereo not given)
. | 47% | O=C1C2CC=C(Cl)CC2C(=O)N1CCCCCCN1C(=O)C2CC=C(Cl)CC2C1=O (stereo not given)
1% | 5.8% | CCCCOC(=O)c1ccc(NC(=O)c2c(Cl)ccc(Cl)c2OC)cc1
. | 3.1% | Cc1cc(C)n(-c2ccc(C(=O)Nc3ccc(N4CCOCC4)cc3)cc2)n1
-4% | 2.5% | COc1cc(C)c(S(=O)(=O)NCc2cccs2)cc1C
0% | -3.7% | CC1=C(C(=O)Nc2ccc(C)cc2)C(c2ccc3c4c(cccc24)CC3)NC(=S)N1 (stereo not given)
-10% | -1.6% | S=C(c1ccc(-c2cccc(Cl)c2)o1)N1CCOCC1
-5% | -0.6% | c1ccc2oc(-c3nn4c(Cn5cnc6ccccc65)nnc4s3)cc2c1
-6% | -0.6% | COC(=O)CN(c1ccc(C)cc1C)S(=O)(=O)c1ccccc1
. | 4.6% | O=C1CSC(c2cccc(F)c2)N1c1ccc(O)cc1 (stereo not given)
11% | 3.5% | CCN1CCc2c(C#N)c(N3CCCCC3)nc(NCc3ccccc3)c2C1
0% | 4.4% | CCOC(=O)C1=C(C)N=c2s/c(=C\c3ccc4c(c3)OCO4)c(=O)n2C1c1ccc2c(c1)OCO2 (stereo not given)
14% | 6.6% | Cc1cc(C)cc(-n2nnc(C(=O)NCc3ccc(Cl)cc3)c2N)c1
. | 4.3% | O=C(CSCc1ccc(F)cc1)N1CCN(c2ccccc2)CC1
-6% | -0.6% | CCOC(=O)COc1ccc(N)cc1CC(NC(C)=O)(C(=O)OCC)C(=O)OCC
. | 3.2% | Cc1ccc(OC(=O)c2cc3ccccc3o2)cc1
-2% | -6.1% | O=C1C(SC(F)(F)C(F)F)=C(C(F)(F)F)OC2C3C=CC(C3)C12 (stereo not given)
-6% | -3.6% | O=C(COc1ccccc1)Nc1ccc2c(c1)nc1n2CCSC1
. | 4.3% | O=C(Nc1ccc(Br)cc1)/C(=C/c1cccc([N+](=O)[O-])c1)NC(=O)C1CCCCC1
-2% | -1.8% | CCc1ccc2[nH]c(=O)c(C(c3nnnn3CCOC)N3CCN(c4ccc(F)cc4)CC3)cc2c1 (stereo not given)
-4% | 0.2% | CC1CCN(C(=O)CN(C)S(=O)(=O)c2cccc3nsnc23)CC1
-14% | -3.4% | COc1ccccc1-n1c(SCC(=O)O)nnc1-c1ccc(S(=O)(=O)N2CCCCC2)cc1
-1% | 0.0% | COc1ccc(Cc2noc(-c3ccc(OC)c(OC)c3)n2)cc1
. | 0.7% | CCN1C(=O)CC(N2CCOCC2)C1=O (stereo not given)
4% | 9.4% | Clc1ccc(/C=N\Nc2nc3ccccc3o2)c(Cl)c1
. | 2.1% | O=C(Nc1cccnc1)C1COc2ccccc2O1 (stereo not given)
4% | -1.0% | CCN1CCCC1CNCc1ccc(Cl)cc1Cl (stereo not given)
4% | -1.8% | O=C1NC(=O)C(=Cc2ccccc2OCCOc2ccccc2)C(=O)N1
2% | -0.6% | CC(C)C(=O)Nc1cccc2c1C(=O)N(c1ccccc1)C2=O
-11% | -1.3% | CN(C)c1ccc(CN(C(=O)c2ccco2)C2CCS(=O)(=O)C2)cc1 (stereo not given)
. | 2.0% | O=C(c1nc2nc(-c3cccs3)cc(C(F)(F)F)n2n1)N1CCN(Cc2ccccc2)CC1
. | 3.6% | Cc1nc2cc(NC(=O)NCc3ccccc3)ccc2o1
. | 3.1% | Cc1ccc(-c2ccc(C3C(C#N)=C(N)Oc4n[nH]c(C)c43)o2)cc1 (stereo not given)

The list goes on:
MKP-3 inhibition | Hsp70 displacement | SMILES
0%&3% | -1.1%&1.1% | CC(C)COc1cc(=O)[nH]c(SCC(C)C)n1
-8% | 2.9% | N#Cc1nc(Cc2ccccc2)oc1N1CCC(C(N)=O)CC1
2% | -3.5% | COC(=O)C1=C(C)N=c2s/c(=C/c3ccc(-c4cccc([N+](=O)[O-])c4)o3)c(=O)n2C1c1ccc(OC(C)=O)cc1 (stereo not given)
-8% | -0.9% | CC1(C)CC2CC(C)(CN2C(=O)COC(=O)Cn2[nH]c(=O)c3ccccc3c2=O)C1 (stereo not given)
-17% | 5.4% | Cc1ccc(C(=O)CSc2nnc(COc3cccc(C)c3)o2)cc1
-12% | -0.3% | COC(=O)c1ccccc1NC(=O)COC(=O)c1ccc(C)c(NC(=O)c2ccco2)c1
-5% | -1.0% | CCNc1cc(=O)n(C)c(=O)n1C
-2% | 7.5% | CCOc1ccccc1NC(=O)Cn1cnc2c(nnn2-c2cccc(OC)c2)c1=O
-1% | 6.8% | CC(=O)N1CCc2cc(S(=O)(=O)NCCC(=O)Nc3cccc(C)c3)ccc21
-9% | 2.5% | COC(=O)c1nc2cc(C)ccn2c1F

Seven records drawn at random from the list so far:
MKP-3 inhibition | Hsp70 displacement | SMILES
-2% | 7.5% | CCOc1ccccc1NC(=O)Cn1cnc2c(nnn2-c2cccc(OC)c2)c1=O
-12% | -0.3% | COC(=O)c1ccccc1NC(=O)COC(=O)c1ccc(C)c(NC(=O)c2ccco2)c1
-1% | 6.8% | CC(=O)N1CCc2cc(S(=O)(=O)NCCC(=O)Nc3cccc(C)c3)ccc21
2% | -3.5% | COC(=O)C1=C(C)N=c2s/c(=C/c3ccc(-c4cccc([N+](=O)[O-])c4)o3)c(=O)n2C1c1ccc(OC(C)=O)cc1 (stereo not given)
0%&3% | -1.1%&1.1% | CC(C)COc1cc(=O)[nH]c(SCC(C)C)n1
-17% | 5.4% | Cc1ccc(C(=O)CSc2nnc(COc3cccc(C)c3)o2)cc1
-8% | 2.9% | N#Cc1nc(Cc2ccccc2)oc1N1CCC(C(N)=O)CC1

The listing continues.
MKP-3 inhibition | Hsp70 displacement | SMILES
. | -2.9% | CCN(CC)c1ncnc2sc(C(=O)N3CCN(c4ccc(OC)cc4)CC3)c(C)c12
8% | -11% | Cc1cc(Br)c(-c2ccc(/C=C3/SC(=S)NC3=O)o2)cc1C
-9% | 2.2% | CC(C)C(c1nnnn1Cc1ccc(F)cc1)N1CCN(C(=O)c2ccco2)CC1 (stereo not given)
0% | . | CCOC(=O)C1CCCCN1Cc1cc(Cl)ccc1O (stereo not given)
-5% | 1.6% | CCC1=NN2C(=N)/C(=C/c3ccc4c(c3)OCO4)C(=O)N=C2S1
. | 2.1% | CCOc1cc(/C=N/NC(=O)CNc2ccc(C)cc2)ccc1OC(=O)c1ccccc1
-4% | 2.3% | Cc1ccc(N2C(=O)NC(=O)/C(=C\c3ccc(O)c(Br)c3)C2=O)cc1
-2% | -2.1% | CCC(=O)NC(c1ccc(OC)c(OC)c1)c1c(OC(C)=O)ccc2ccccc12 (stereo not given)
-1% | -2.0% | Cc1nnc(NC(=O)CSCCSCC(=O)Nc2nnc(C)s2)s1
3% | 2.4% | COc1ccc(C2SCc3cc(C)c(C)cc3CS2)cc1OC
1% | 1.6% | Clc1ccc(SCc2cn3ccsc3n2)cc1
. | -2.4% | CCOC(=O)c1c(NC(=O)CSc2nnc(CNc3ccc(C)cc3C)o2)sc(C)c1C
0% | 2.5% | CC(C)n1c(SCC(N)=O)nc2c1c(=O)[nH]c(=O)n2C
4% | 2.9% | FC(F)(F)c1cc(-c2ccco2)nc(NCc2cccnc2)n1
-9% | -1.0% | CCN(CC)C(=O)CP(=O)(c1ccccc1)c1ccccc1
4% | 1.8% | CCOC(=O)c1c(NC(=O)c2ccc(OC)cc2)sc2c1CCC2
-16% | -1.4% | Cc1cc(O)ccc1Nc1nc(-c2sc(N)nc2C)cs1
-11% | 5.2% | CN(C(=O)c1cc2sccc2n1C)C1CCCCC1
-1% | 5.0% | COCCN1C(=O)C(=O)/C(=C(/O)c2ccc(OCC(C)C)cc2)C1c1cccnc1 (stereo not given)
1% | . | COc1ccc(NC(=O)C2CCN(Cc3cnn(-c4ccccc4)c3-n3cccc3)CC2)cc1OC
. | -1.8% | O=C(Cn1nc(-c2ccccc2)nc1-c1ccccc1)OC1CCCCC1
0% | 4.1% | O=C(CCCN1C(=O)/C(=C/c2ccc(F)cc2)SC1=S)Nc1cccc(C(=O)O)c1
2% | 0.5% | O=C1C(Cl)=C(N2CCOCC2)C(=O)C(Cl)=C1/C=C/N1CCOCC1
7% | 1.3% | O=C(CN1C(=O)COc2ccccc21)N(CCCN1CCOCC1)CC1CC=CCC1 (stereo not given)
-2% | 0.2% | c1ccc2[nH]c(N3CCOCC3)nc2c1
-2% | 1.3% | COc1ccc2oc(=O)c(C(=O)Nc3ccc(Cl)c(Cl)c3)cc2c1
5% | -5.5% | CCOc1cccc(-c2cc(C(=O)N3CCN(C)CC3)c3ccccc3n2)c1
8% | 4.8% | C#CCNc1nc(C(C)C)nc2c1nnn2Cc1ccccc1F
-1% | 2.2% | COc1nc(N(C)C)nc(-n2nnc(C(C)=O)c2C)n1
3% | -1.1% | Cc1ccc(S(=O)(=O)Nc2cc(C(=O)N3CCOCC3)ccc2N2CCCCC2)cc1
. | 4.3% | CCCOc1ccc(/C=N/O)cc1
3% | -3.5% | COc1ccc(OC)c(C2Nc3ccccc3NC3=C2C(=O)CC(c2ccc(Cl)cc2)C3)c1 (stereo not given)
-9% | 5.4% | CS(=O)(=O)N(CC(=O)Nc1ccccc1C(=O)N1CCOCC1)c1ccc2c(c1)OCO2
1% | -3.1% | Cc1cc(/C=C2/SC(=O)NC2=O)c(-c2ccccc2)n1-c1ccccc1
. | 4.1% | CC(C)CCNC(=O)C(c1ccncc1)N(Cc1cccs1)C(=O)Cn1nnc(-c2ccc(F)cc2)n1 (stereo not given)
0% | -3.8% | O=C1CC(NCc2ccc3c(c2)OCO3)C(=O)N1c1ccc(F)cc1 (stereo not given)
. | 7.8% | Cc1cc[n+]2c3c(cccc13)CCC2
4% | 14% | O=C(c1ccco1)N1CCN(c2nc3ccccc3n3nnnc23)CC1
. | -1.7% | Cc1cc(SCC(=O)c2ccc3c(c2)OCO3)nc2ccccc12
0% | 0.2% | C/C(=N\NC(=O)COc1ccc(Cl)cc1Cl)c1ccc([N+](=O)[O-])cc1
3% | 3.3% | O=C1CSC(=S)N1c1ccc(F)c(Cl)c1
. | 3.6% | Cc1cc(C)c(S(=O)(=O)c2ccccc2)c(OC(=O)c2c(F)cccc2Cl)n1
0% | 0.8% | O=C1NC2(c3ccccc3)NC(=O)NC2(c2ccc(C34NC(=O)NC3(c3ccccc3)NC(=O)N4)cc2)N1 (stereo not given)
-11% | 2.3% | Cc1cccc(N2CCCn3c2nc2c3c(=O)n(CCN3CCOCC3)c(=O)n2C)c1
-4% | 1.0% | O=C(CN1CCN(Cc2ccccc2)CC1)NC(=O)NC1CCCCC1
-13% | 1.4% | CCCNS(=O)(=O)c1cccc2cccnc12
. | 0.1% | CCOC(=O)c1sc(=S)n(C)c1C
-4% | 0.7% | CCC(C)N1CC(O)=C(c2nc3ccccc3[nH]2)C1=N (stereo not given)
-1% | -0.1% | COC(=O)CN(c1cc(C)ccc1OC)S(C)(=O)=O

A run of entries taken from the entries so far, as a working copy:
MKP-3 inhibition | Hsp70 displacement | SMILES
-9% | 2.5% | COC(=O)c1nc2cc(C)ccn2c1F
. | -2.9% | CCN(CC)c1ncnc2sc(C(=O)N3CCN(c4ccc(OC)cc4)CC3)c(C)c12

Not all compounds are listed; the hit share may differ from the screen's.
